TEAD-YAP inh – TEAD-YAP interaction inhibition; HEK-TIYL cells, TEAD-Gal4/YAP UAS-luciferase luminescence; inhibition, % at 9.12 µM; 640,000 compounds, 1.4% hits; AID 1259422; in the data active means inhibition above about 32%;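 further: 0% = median of test compound wells and 100% = reference inhibitor wells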
FBW7 activator – activators of human E3 ligase FBW7; Q969H0; AlphaScreen FBW7–phospho-cyclin E peptide binding, activator screen; normalized activity (activation), % at 26.1 µM; 650,000 compounds, 0.13% hits; in the data active means normalized activity above about 1.9%;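 further: purified mutant Fbw7 with reduced substrate affinity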
MITF primary – inhibitors of human MITF; 650,000 compounds, 0.91% hits; inhibition, % at 2.6 µM; AlphaScreen MITF homodimerization, bead proximity signal; O75030; in the data active means inhibition above about 50%;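 further: 0% = vehicle wells with protein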
Target sequence (O75030 whole entry, looked up): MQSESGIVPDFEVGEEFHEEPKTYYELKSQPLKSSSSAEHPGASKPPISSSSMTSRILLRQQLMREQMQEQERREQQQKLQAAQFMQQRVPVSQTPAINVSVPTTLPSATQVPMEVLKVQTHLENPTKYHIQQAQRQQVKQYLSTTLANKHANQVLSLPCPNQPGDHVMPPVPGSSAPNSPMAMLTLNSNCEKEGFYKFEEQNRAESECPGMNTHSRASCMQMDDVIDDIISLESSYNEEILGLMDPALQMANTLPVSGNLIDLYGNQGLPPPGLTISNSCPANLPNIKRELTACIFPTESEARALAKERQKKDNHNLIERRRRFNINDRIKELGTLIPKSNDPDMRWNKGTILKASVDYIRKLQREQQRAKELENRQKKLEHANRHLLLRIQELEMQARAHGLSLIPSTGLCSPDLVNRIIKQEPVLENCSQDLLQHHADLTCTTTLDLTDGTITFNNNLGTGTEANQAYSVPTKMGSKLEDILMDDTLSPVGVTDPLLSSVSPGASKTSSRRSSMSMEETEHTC
GPR151 activ – human GPR151 activation; 650,000 compounds, 1% hits; activation, % at 11.2 µM; Q8TDV0; AID 1508602; PathHunter beta-arrestin GPR151 cells, luminescence; in the data active means activation above about 4.9%;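 further: 0% = median of compound wells and 100% = cells with positive control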
Target sequence (Q8TDV0 whole entry, looked up): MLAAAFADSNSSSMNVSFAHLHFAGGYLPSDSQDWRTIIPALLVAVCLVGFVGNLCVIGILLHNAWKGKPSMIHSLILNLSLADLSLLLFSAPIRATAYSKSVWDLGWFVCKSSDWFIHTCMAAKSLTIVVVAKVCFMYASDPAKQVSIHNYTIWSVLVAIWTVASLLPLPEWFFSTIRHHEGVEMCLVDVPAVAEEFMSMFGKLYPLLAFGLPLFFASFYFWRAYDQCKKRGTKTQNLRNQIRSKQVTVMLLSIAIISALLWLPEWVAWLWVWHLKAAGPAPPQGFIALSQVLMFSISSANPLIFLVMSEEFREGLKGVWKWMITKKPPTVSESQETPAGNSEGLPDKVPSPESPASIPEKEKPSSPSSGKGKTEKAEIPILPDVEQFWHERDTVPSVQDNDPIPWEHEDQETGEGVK
* hit, by the source's call. Compounds were not picked by outcome, and some 3.4% of all compounds hit somewhere here.

#	structure	TEAD-YAP inh	FBW7 activator
1	CCc1cccc(CC)c1NC(=O)C1C2C=CC(O2)C1C(=O)O (centres undefined)	-2	0.0
2	CCc1ccc2c(CN3CCN(CC)CC3)cc(=O)oc2c1	4	0.3
3	Cc1ccccc1-n1nc2c(c1NC(=O)CCC1CCCC1)CSC2	-1	0.0
4	COc1ccc(OC)c(C=Nc2ccccc2)c1	-7	0.2
5	Cc1ccc(NC(=O)Nc2ccc(N3CCOCC3)cc2)cc1	-68	-0.1
6	COc1ccc(-n2c(=S)[nH]c3cc(C(=O)NCc4ccccc4OC)ccc3c2=O)c(OC)c1	-3	0.0
7	CC(C)C(NS(=O)(=O)c1cccc2nsnc12)C(=O)Nc1ccc(F)c(Cl)c1 (centres undefined)	-3	-0.2
8	CCOc1ccc(S(=O)(=O)/N=C2/C=C(Nc3ccc(O)cc3)C(=O)c3ccccc32)cc1	26	-0.6
9	Cc1ccc(CNC(=O)c2cc(S(=O)(=O)N3CCCCC3)c[nH]2)o1	3	0.0
10	COCCNC(=O)c1cnc2ccccc2n1	-9	0.1
11	CN(C)S(=O)(=O)c1cccc(NC(=S)N/N=C2/CC(=O)CC(C)(C)C2)c1	5	-0.1
12	Cc1ccccc1NC(=O)c1cccc(C(=O)Nc2ccccc2C)c1	3	0.1

#	MITF primary	GPR151 activ
1	-33	3.4
2	13	0.4
3	10	1.8
4	4	0.1
5	2	1.0
6	-13	2.3
7	-9	1.3
8	28	0.7
9	7	3.1
10	-2	0.9
11	-3	0.7
12	-1	0.0

Carrying on:
#	structure	TEAD-YAP inh	FBW7 activator
13	CC(=O)NNC(=O)C(=O)c1c[nH]c2ccccc12	2	0.9
14	Cc1nc(C)n(-c2ccc(Nc3ncc4ccc(-c5cnn(C)c5)nc4n3)cc2)n1	72*	-0.1
15	COc1cccc(NC(=O)c2ccc(NC(=O)C(C)C)cc2)c1	-17	-0.1
16	CCOC(=O)c1ccc(NC(=O)CSc2nc3cc(C(=O)OC)ccc3c(=O)n2Cc2ccc3c(c2)OCO3)cc1	2	0.0
17	CN(Cc1ccccc1)C(=O)CSc1nc(NCc2ccccc2)c2ccccc2n1	7	-0.2
18	COc1cc(CN2CCOCC2)cc([N+](=O)[O-])c1O	5	0.1
19	C=CCN1C(=O)/C(=C\c2ccc([N+](=O)[O-])o2)SC1=S	10	0.3
20	COc1ccccc1C(=O)N/C(=C\c1ccc(Br)cc1)C(=O)O	2	-0.1
21	COc1ccccc1Cn1c(=S)[nH]c2cc(C(=O)NCc3ccccn3)ccc2c1=O	4	-0.2
22	O=C(CSc1nc2ccccc2c(=O)n1C1CC1)NCC1CCCO1 (centres undefined)	-4	0.1
23	COC(=O)c1ccc(CN2CCc3c(C(=O)OC)c(OC(C)C)cc(=O)n3CC2)cc1	1	0.1
24	CN1CCN(C(=O)c2ccccc2-c2ccccc2)CC1	5	0.3

#	MITF primary	GPR151 activ
13	16	-0.4
14	2	-0.5
15	-12	-1.7
16	9	-0.4
17	-3	0.1
18	18	-0.3
19	43	-0.8
20	-1	3.3
21	5	0.1
22	1	-1.0
23	10	2.6
24	-3	1.4

(listing goes on)
#	structure	TEAD-YAP inh	FBW7 activator
25	COc1cc2[nH]c(=O)c(C(=O)Nc3ccccc3C(F)(F)F)c(O)c2cc1OC	-4	0.2
26	O=C(Cn1cc(Cl)c([N+](=O)[O-])n1)NCCC1=CCCCC1	-14	0.0
27	CCOc1c(Br)cc(/C=C2/C(=O)N(C)C(=S)N2CC(=O)OC)cc1OC	7	-0.2
28	CCC1(C(=O)O)NC(c2ccccc2O)C2C(=O)N(c3ccccc3)C(=O)C21 (centres undefined)	-2	-0.1
29	CCOC(=O)C(CC(C)C)N(Cc1ccccc1Cl)S(=O)(=O)c1ccc(Br)cc1 (centres undefined)	-2	0.5
30	Cc1cc(/C=C(/C#N)c2cccc([N+](=O)[O-])c2)c(C)n1C	4	0.0
31	CCC(C)Nc1nc2c(C)cccn2c(=O)c1C=Nc1ccc(OC)cc1 (centres undefined)	8	0.3
32	CN(C)C(=O)/C=C\c1cn(-c2ccccc2)nc1-c1ccc2c(c1)OCCO2	3	0.0
33	CC(C)CCn1c(SCc2cc(=O)n3ccccc3n2)nc2ccsc2c1=O	6	0.2
34	CCOC(=O)c1c(NC(=O)CSc2nnc(CNC(=O)c3cccs3)n2-c2cc(C)ccc2C)sc2c1CCC2	6	0.0
35	N#C/C(=C\C1CC=CCC1)c1nc2ccccc2c(=O)[nH]1 (centres undefined)	0	0.1
36	O=C(CSc1nncc2ccccc12)N1CCCCC1	-43	0.3

#	MITF primary	GPR151 activ
25	-7	0.8
26	16	-0.7
27	7	-0.4
28	2	0.2
29	13	-0.9
30	18	-0.5
31	8	0.3
32	8	-0.3
33	1	0.2
34	0	0.3
35	-1	-0.5
36	5	2.5

Going on with the list.
#	structure	TEAD-YAP inh	FBW7 activator
37	CCCC(C(=O)N1CCOCC1)N1C(=O)C2C3C=CC(C3)C2C1=O (centres undefined)	-5	0.4
38	CC(NC(=O)CCN1N=C(c2ccccc2)CCC1=O)c1ccccc1 (centres undefined)	4	0.5
39	CCOCCCNC(=O)/C(C#N)=C/c1ccc([N+](=O)[O-])o1	8	0.6
40	COC(=O)c1cc(NC(=O)c2cc3ccccc3c(=O)o2)cc(C(=O)OC)c1	3	-0.1
41	COc1ccc(N(CC(=O)N2CCCC2)S(C)(=O)=O)c(OC)c1	-10	0.3
42	O=C(CN1CCN(S(=O)(=O)c2cccc([N+](=O)[O-])c2)CC1)Nc1cccc(C(F)(F)F)c1	-4	0.2
43	CC(=O)C1=C(O)C(=O)N(CCc2ccccc2)C1c1ccc(F)cc1 (centres undefined)	3	-0.2
44	O=C1CC(c2cccc([N+](=O)[O-])c2)CC2=C1C(c1ccccc1)Nc1ccccc1N2 (centres undefined)	-6	0.0
45	Oc1oc(-c2ccc(Br)cc2)nc1C=Nc1ccccc1I	6	-0.1
46	C=CCc1ccccc1OCCOc1c(Br)cc(/C=C2/C(=N)N3N=C(C(C)C)SC3=NC2=O)cc1OC	-6	0.1
47	COc1ccc(S(=O)(=O)N2CCC(C(=O)Nc3c4c(nn3-c3ccccc3)CCC4)CC2)cc1	-1	1.0
48	CC1CCc2c(sc(NC(=O)c3ccncc3)c2C(=O)OC(C)C)C1 (centres undefined)	-1	1.4

#	MITF primary	GPR151 activ
37	18	-0.2
38	13	-0.8
39	11	-0.1
40	-4	2.5
41	0	0.3
42	8	-0.6
43	2	-0.8
44	12	-0.9
45	9	-0.1
46	12	1.5
47	-4	-0.8
48	19	-0.4

Continued.
#	structure	TEAD-YAP inh	FBW7 activator
49	COCCN(CCOC)c1ncnc2sc(Sc3ccccc3[N+](=O)[O-])cc12	-1	-0.1
50	CCOC(=O)N1CCN(C(=O)c2cc3ccccc3cc2O)CC1	-6	0.0
51	COc1ccc(-c2ccc(C(C)=O)cc2)cc1	-80	0.1
52	c1ccc2c(c1)nnn2C12CC3CC(CC(C3)C1)C2	-5	0.1
53	COc1cc(C=Nc2cc(C)on2)c(O)c([N+](=O)[O-])c1	1	-0.1
54	O=C(CSCc1ccc(Br)cc1)N1CCCCCC1	-19	-0.1
55	COc1ccc(-c2noc(CN3C(=O)c4ccccc4C3=O)n2)cc1	-6	0.1
56	NC(N)=Nc1nc2ccccc2s1	-12	0.0
57	Fc1ccccc1N=c1oc2ccccc2cc1-c1nc2ccccc2[nH]1	40*	0.0
58	CN1CCCN(C(=O)c2nc3sccn3c2CN2C[C@@H]3CCC[C@H]2C3)CC1	3	0.1
59	COc1ccc2cc(C(=O)NC(C)=O)c(=Nc3ccc(F)cc3)oc2c1	-19	0.1
60	O=[N+]([O-])c1cccc(/C=N/c2c(-c3ccco3)nc3ccccn23)c1O	4	-0.1

#	MITF primary	GPR151 activ
49	0	0.9
50	-10	-1.2
51	-2	-0.3
52	11	-0.6
53	4	-2.3
54	-8	-0.1
55	-6	1.2
56	11	1.0
57	-13	-9.7
58	4	0.7
59	-2	0.7
60	13	2.6

Continued:
#	structure	TEAD-YAP inh	FBW7 activator
61	O=C(NCc1cccnc1)c1ccccc1	8	0.2
62	CCOC(=O)c1c(NC(=O)CSc2nnc(CNC(=O)c3cccc(OC)c3)n2C)sc2c1CCCCC2	4	0.1
63	O=C(CCN1Cc2ccccc2OC(c2ccccc2)C1)N[C@@H]1CS(=O)(=O)C[C@H]1O (some centres undefined)	9	0.0
64	COc1ccc(C2SCCN2S(=O)(=O)c2ccc([N+](=O)[O-])cc2)cc1[N+](=O)[O-] (centres undefined)	14	-0.3
65	COc1ccc(C(=O)CSc2nnc(C)s2)c(OC)c1	-43	0.0
66	CCOC(=O)c1ccccc1NC(=O)c1ccccc1F	4	0.1
67	CC1(C)CC(=O)C2=C(C1)Nc1nc3ccccc3n1C2c1cccc(F)c1Br (centres undefined)	7	0.1
68	O=C(NC1CSCC1O)c1ccccc1 (centres undefined)	3	0.0
69	CC(=O)NC(Nc1ccc(C)cc1[N+](=O)[O-])C(Cl)(Cl)Cl (centres undefined)	10	0.1
70	CC(=O)c1cccc(NC(=O)/C(=C/c2ccccc2)NC(=O)c2ccccc2)c1	-5	-0.3
71	CC(C)C1C(=O)Nc2cc(S(C)(=O)=O)ccc2N1C(=O)C1CCCCC1 (centres undefined)	4	0.0
72	Cc1ccc(NC(=O)NC(=O)N(c2ccc(Cl)cc2)S(C)(=O)=O)cc1	2	-0.1

#	MITF primary	GPR151 activ
61	2	0.6
62	-19	0.5
63	5	-0.9
64	17	1.6
65	6	1.1
66	5	-0.6
67	13	-1.5
68	3	-0.9
69	15	-1.0
70	-2	0.7
71	21	0.0
72	0	-0.4

Some of the entries so far, with values under each structure.
Values in the order: TEAD-YAP inh, FBW7 activator, MITF primary, GPR151 activ
#55 COc1ccc(-c2noc(CN3C(=O)c4ccccc4C3=O)n2)cc1
→ -6, 0.1, -6, 1.2
#56 NC(N)=Nc1nc2ccccc2s1
→ -12, 0.0, 11, 1.0
#57 Fc1ccccc1N=c1oc2ccccc2cc1-c1nc2ccccc2[nH]1
→ 40*, 0.0, -13, -9.7
#58 CN1CCCN(C(=O)c2nc3sccn3c2CN2C[C@@H]3CCC[C@H]2C3)CC1
→ 3, 0.1, 4, 0.7
#59 COc1ccc2cc(C(=O)NC(C)=O)c(=Nc3ccc(F)cc3)oc2c1
→ -19, 0.1, -2, 0.7
#60 O=[N+]([O-])c1cccc(/C=N/c2c(-c3ccco3)nc3ccccn23)c1O
→ 4, -0.1, 13, 2.6
#61 O=C(NCc1cccnc1)c1ccccc1
→ 8, 0.2, 2, 0.6
#62 CCOC(=O)c1c(NC(=O)CSc2nnc(CNC(=O)c3cccc(OC)c3)n2C)sc2c1CCCCC2
→ 4, 0.1, -19, 0.5
#63 O=C(CCN1Cc2ccccc2OC(c2ccccc2)C1)N[C@@H]1CS(=O)(=O)C[C@H]1O (some centres undefined)
→ 9, 0.0, 5, -0.9
#64 COc1ccc(C2SCCN2S(=O)(=O)c2ccc([N+](=O)[O-])cc2)cc1[N+](=O)[O-] (centres undefined)
→ 14, -0.3, 17, 1.6
#65 COc1ccc(C(=O)CSc2nnc(C)s2)c(OC)c1
→ -43, 0.0, 6, 1.1
#66 CCOC(=O)c1ccccc1NC(=O)c1ccccc1F
→ 4, 0.1, 5, -0.6
#67 CC1(C)CC(=O)C2=C(C1)Nc1nc3ccccc3n1C2c1cccc(F)c1Br (centres undefined)
→ 7, 0.1, 13, -1.5
#68 O=C(NC1CSCC1O)c1ccccc1 (centres undefined)
→ 3, 0.0, 3, -0.9
#69 CC(=O)NC(Nc1ccc(C)cc1[N+](=O)[O-])C(Cl)(Cl)Cl (centres undefined)
→ 10, 0.1, 15, -1.0
#70 CC(=O)c1cccc(NC(=O)/C(=C/c2ccccc2)NC(=O)c2ccccc2)c1
→ -5, -0.3, -2, 0.7
#71 CC(C)C1C(=O)Nc2cc(S(C)(=O)=O)ccc2N1C(=O)C1CCCCC1 (centres undefined)
→ 4, 0.0, 21, 0.0
#72 Cc1ccc(NC(=O)NC(=O)N(c2ccc(Cl)cc2)S(C)(=O)=O)cc1
→ 2, -0.1, 0, -0.4

Additional compounds:
#	structure	TEAD-YAP inh	FBW7 activator
73	N#C/C(=C\c1c[nH]c2ccccc12)C(=O)NCc1ccco1	-19	-0.4
74	CCOC(=O)c1sc(NC(=O)c2cc3nc(-c4ccc5c(c4)OCO5)cc(C(F)(F)F)n3n2)c(C(=O)OCC)c1C	-2	-0.1
75	O=C(CN1CCN(S(=O)(=O)c2cccc([N+](=O)[O-])c2)CC1)Nc1ccccc1C(F)(F)F	16	0.1
76	O=C1CCCC2=C1C(c1ccccc1Cl)C1=C(CCCC1=O)O2	-1	-0.2
77	O=[N+]([O-])c1ccc(N2CCN(c3ccc(O)cc3)CC2)cn1	-10	-0.1
78	COc1ccc(-c2noc(N3CCCC(C(=O)NCCCOC(C)C)C3)n2)cc1 (centres undefined)	-2	0.0
79	CC(=O)Nc1ccc(Nc2ncnc3nc(-c4c(C)noc4C)[nH]c23)cc1	-7	-0.1
80	O=C(CC1Sc2ccc(C(F)(F)F)cc2NC1=O)Nc1ccc(Cl)cc1[N+](=O)[O-] (centres undefined)	5	0.0

#	MITF primary	GPR151 activ
73	9	1.1
74	11	3.4
75	-7	-1.2
76	11	0.0
77	16	-0.5
78	6	-1.0
79	-4	0.1
80	4	-0.3
